Source: PubChem BioAssay
PMI activator – phosphomannose isomerase (human) activation; actives 0.005% (n = 190,000); purified human PMI, coupled resazurin fluorescence, 20 min; stronger effect = higher value; 1 = vehicle control, 0 substrate-free wells; P34949; AID 1214; activation factor at 20 µM;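 active means activation factor of 2 or more at 20 µM, relative to plate controls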
Target sequence (P34949 whole entry, looked up): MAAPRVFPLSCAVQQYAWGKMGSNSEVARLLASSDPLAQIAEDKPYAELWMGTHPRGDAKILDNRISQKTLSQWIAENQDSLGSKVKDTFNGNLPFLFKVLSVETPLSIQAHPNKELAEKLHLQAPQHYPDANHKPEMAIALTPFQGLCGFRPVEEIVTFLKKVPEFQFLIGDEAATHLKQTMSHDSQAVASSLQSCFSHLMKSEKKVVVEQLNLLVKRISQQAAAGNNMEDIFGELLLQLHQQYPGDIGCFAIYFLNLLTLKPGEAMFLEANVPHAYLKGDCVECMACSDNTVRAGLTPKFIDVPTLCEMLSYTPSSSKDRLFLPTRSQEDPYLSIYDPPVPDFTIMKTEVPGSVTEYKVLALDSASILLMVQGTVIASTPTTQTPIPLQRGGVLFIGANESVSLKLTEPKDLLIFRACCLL
Diaph inh CS – inhibits diaphorase or chemically oxidizes, flagging diaphorase assay artifacts | diaphorase resazurin-to-resorufin fluorescence, NADH, 16 min; bacterial (C. kluyveri) enzyme, not human | inhibition, % at 20 µM | actives 0.69% (n = 190,000) | AID 1217;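 active means primary screen inhibition at 20 µM above a set limit, cut at about 50% in these data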;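 further: plate controls were DMSO with full reaction for no effect and wells lacking NADH for full effect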
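Assay system: diaphorase enzyme from Clostridium kluyveri; Input: enzyme working solution with 0.14 U/mL diaphorase; Timing: 16 min at room temperature; Technique: resorufin fluorescence, excitation 544 nm, emission 590 nm; Benchmarks: positive control minus NADH, DMSO neutral control.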
S1P3 antagonist – blocks the human S1P3 receptor; Q99500; CHO S1P3 NFAT-BLA reporter, FRET fluorescence, antagonist mode; inhibition, % at 4.98 µM; actives 0.27% (n = 170,000); AID 485;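 active means inhibition above the plate cutoff, the mean inhibition of test wells on that plate plus 3 SD, cut at about 28% in these data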;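 further: cells challenged with S1P at its EC80 of 0.8 µM; blue over green emission ratio from cleaved BLA substrate after 4 h stimulation; 0% = S1P-stimulated wells and 100% = unstimulated DMSO-only wells; some compounds past the cut are filed as inactive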
PPARg SRC-3 ag – promotes SRC-3 coactivator recruitment by human PPARgamma. P37231. biochemical PPARgamma/SRC-3 coactivator recruitment assay. activation, % at 8 µM. actives 0.26% (n = 200,000). AID 731; in the data active means activation above about 23%;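 further: 0% = DMSO and 100% = reference agonist; some compounds past the cut are filed as inactive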
Target sequence (P37231 whole entry, looked up): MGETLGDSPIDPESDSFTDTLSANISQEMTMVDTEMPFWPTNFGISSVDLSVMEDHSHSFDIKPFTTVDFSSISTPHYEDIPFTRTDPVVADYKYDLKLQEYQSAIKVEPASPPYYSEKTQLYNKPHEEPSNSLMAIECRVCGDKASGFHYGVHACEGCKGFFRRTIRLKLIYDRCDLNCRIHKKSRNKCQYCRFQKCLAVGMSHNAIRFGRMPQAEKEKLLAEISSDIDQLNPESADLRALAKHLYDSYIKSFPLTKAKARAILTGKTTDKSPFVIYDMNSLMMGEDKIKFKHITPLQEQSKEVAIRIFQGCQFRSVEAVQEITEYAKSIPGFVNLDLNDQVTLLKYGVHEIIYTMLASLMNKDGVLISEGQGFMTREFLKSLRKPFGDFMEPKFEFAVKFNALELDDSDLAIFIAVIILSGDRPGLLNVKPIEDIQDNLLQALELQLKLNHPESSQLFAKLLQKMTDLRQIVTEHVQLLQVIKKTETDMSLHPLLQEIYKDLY
Diaphorase act – counter-screen for diaphorase-based assays: diaphorase activators and chemical reducers; Diaphorase/resazurin coupled assay, resorufin fluorescence, 16 min; stronger effect = higher value; 1 = vehicle wells, 0 = NADH-free wells; activation factor at 20 µM; actives 0.005% (n = 190,000); AID 1229;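 active means diaphorase activity raised at least twofold by the compound at 20 µM; inactive means activation factor below 2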
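Measured by – red resorufin fluorescence at 544/590 nm excitation/emission · Test system – Clostridium kluyveri diaphorase, purified enzyme · Incubation – reaction time 16 min, room temperature · Buffer or medium – 50 mM HEPES pH 7.4 with 4.542 mM MgCl2, 0.005% Tween 20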
ROMK mod – modulates human ROMK potassium channel activity; P48048; Tet-inducible ROMK, thallium flux fluorescence; actives lie on both sides; B-score at 10 µM; actives 2% (n = 130,000); AID 1918;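 active means signal ratio slope over the read window, or its plate-corrected B-score, at least 3 SD from the plate mean, either direction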;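 further: B-score of the F/F0 ratio slope over 7 to 12 s after thallium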
PPARg SRC2 recr – agonists of SRC-2 recruitment by human PPARgamma; P37231; PPARgamma LBD-SRC-2 recruitment, biochemical; activation, % at 8 µM; actives 0.34% (n = 200,000); in the data active means activation above about 22%;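 further: 0% = vehicle and 100% = reference agonist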
PPARg SRC-1 ag – promotes SRC-1 coactivator recruitment by human PPARgamma; P37231; PPARgamma-SRC-1 coactivator recruitment biochemical assay; activation, % at 8 µM; actives 0.41% (n = 200,000); AID 631; in the data active means activation above about 19%;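 further: 0% = DMSO and 100% = reference agonist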
PMI act satM6P – activators of human phosphomannose isomerase at near-saturating mannose 6-phosphate; actives 0.34% (n = 190,000); activation factor at 20 µM; AID 1216; coupled PMI enzyme assay, resazurin fluorescence, 20 min; stronger effect = higher value; 1 = untreated enzyme, 0 = substrate-free blank; P34949;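 active means activation factor of 2 or more at 20 µM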
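Test system: human phosphomannose isomerase with PGI, G6PDH, diaphorase coupling enzymes / Doses: 20 µM compound, 1% DMSO / Times: enzyme reaction with compound 20 min at room temperature / Measured by: Diaphorase-driven resazurin-to-resorufin fluorescence, excitation 544, emission 590 nm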
G6PDH counter – L. mesenteroides G6PDH inhibition counter-screen | Purified L. mesenteroides G6PDH, diaphorase/resazurin coupled fluorescence, 45 min | inhibition, % at 5 µM | actives 0.12% (n = 200,000) | AID 1020; in the data active means inhibition above about 50%
SRC2 TRFRET art – flags TR-FRET format artefacts in PPARgamma SRC-2 recruitment agonist screen; TR-FRET artefact counter-screen; stronger effect = higher value; TR-FRET ratio at 8 µM; actives 0.4% (n = 200,000); AID 1049; in the data active means TR-FRET ratio above about 2000; further: inactives centre near 1500
* marks the source's active call; other numbers are inactive results; . = not tested or not shown.

SMILES	PMI activator	Diaph inh CS	S1P3 antagonist	PPARg SRC-3 ag	Diaphorase act	ROMK mod	PPARg SRC2 recr	PPARg SRC-1 ag	PMI act satM6P	G6PDH counter	SRC2 TRFRET art
Fc1cccc(Cc2noc(CN3CCC(c4ccncc4)CC3)n2)c1	1	6	-8	1	0.9	-0.85	-3	2	1	24	1440
Cc1c(OCc2nn[nH]n2)ccc2c3c(c(=O)oc12)CCC(C)C3 (stereo not given)	1.1	14	-30	4	0.9	0.11	0	4	1	-1	1599
COC(=O)c1cn(CCOc2ccc(C)cc2)c2ccccc12	1	12	.	-9	0.9	0.29	0	-5	0.9	-2	1355
O=C(NC1CCCC1)NS(=O)(=O)c1ccccc1Cl	1.1	-10	2	-2	1.1	0.0079	1	-5	1.1	8	1378
Cn1cnc([N+](=O)[O-])c1Oc1cccc(O)c1	1	13	7	3	0.9	-0.049	-3	1	1	10	1472
COc1ccccc1OCC(=O)Nc1cccc(N(C)S(C)(=O)=O)c1	0.8	17	.	-5	0.8	.	6	-5	0.9	5	1534
Cc1cccc(N(C(=O)c2nsc(Cl)c2Cl)C(C(=O)NC2CCCC2)c2ccc(O)cc2)c1C (stereo not given)	0.9	11	10	-4	0.9	.	-5	-8	1	4	1556
CCN1CCN(C(=O)C2(NC(=O)Nc3ccccc3Cl)CCCCC2)CC1	0.9	10	.	-3	0.9	.	0	-1	0.9	8	1464
COc1ccccc1CCC(=O)Nc1nc2ccccc2[nH]1	0.9	10	-6	-2	0.9	.	-5	4	0.9	3	1471
CN1c2ccccc2C(=O)NC1c1ccc(Cl)cc1 (stereo not given)	1.3	13	-15	0	0.9	0.29	0	3	1.2	0	1309
Cc1ccc2nc(SCC(=O)Nc3ccc4c(c3)OCCO4)[nH]c2c1	0.9	22	.	3	0.8	.	3	5	1	2	1532
CC(NC(=O)CSc1nc2ccccc2n1CCC#N)c1ccc(F)cc1 (stereo not given)	1	10	.	1	0.9	-0.9	3	-2	1	1	1522
Cc1ccc(NS(=O)(=O)c2ccc(/C=C/C(=O)O)cc2)cc1Cl	1.3	32	1	2	0.7	0.27	6	8	1.3	2	1633
Cn1c(COc2ccccc2)nnc1SCCC(=O)Nc1ccccc1	1	10	14	3	0.9	.	7	6	1.1	2	1679
Cc1cc(/C=N/NC(=O)C(=O)NCc2ccccn2)c(C)n1-c1ccccc1	1	-4	0	2	1	2.7*	5	9	1.1	9	1519
Cc1c(C(c2ccc(N(C)C)cc2)c2c(C)n(C)n(-c3ccccc3)c2=O)c(=O)n(-c2ccccc2)n1C	0.9	18	2	2	0.8	-0.75	-4	-5	0.5	16	1521
S=c1[nH]nc(-c2ccccn2)n1/N=C/c1cccs1	1.1	2	3	0	1	0.44	0	6	1.1	2	1569
CC(NS(=O)(=O)c1ccc(Br)cc1)C(N)=O (stereo not given)	0.9	12	0	2	0.9	0.12	1	-6	1	-13	1437
Cc1ccc(S(=O)(=O)N2CCN(C3CC(=O)N(Cc4ccccc4)C3=O)CC2)cc1C (stereo not given)	0.9	32	7	9	0.7	.	2	-4	0.9	5	1580
COc1cccc2cc(-c3nnc(SCC(=O)Nc4cc(C(F)(F)F)ccc4Cl)n3N)oc12	0.8	11	24	-1	0.9	.	-2	0	0.9	13	1777
CCCC(=O)NCCc1ccc(F)cc1	0.9	8	.	-8	0.9	.	-4	2	1	4	1364
CC1CCN(C(=O)CN(c2ccccc2)S(=O)(=O)N(C)C)CC1	1	0	6	-3	1	0.49	-1	-5	1.1	-2	1403
CC(=O)c1cccc(NC(=O)NCc2cccnc2)c1	0.9	8	8	-7	0.9	0.055	3	6	0.9	5	1528
Cc1cc(C)nc(SCC(=O)Nc2nc(-c3ccccc3)c(-c3ccccc3)o2)n1	0.8	16	12	-1	0.8	.	6	1	1	-29	1584
O=c1[nH]c(CSc2ncccn2)nc2c1cnn2-c1ccccc1	1.2	-5	-4	3	1.1	.	6	9	1.1	17	1594
COc1ccc2oc(=N)c(C(=O)Nc3ccccc3)cc2c1	1	16	-4	11	0.8	.	5	6	0.8	8	1407
COc1ccc(OC)c(N2C(=O)C(Cl)=C(N3CCCCC3)C2=O)c1	1	20	14	6	0.8	.	-10	13	0.9	14	1734
Cc1csc(NC(=O)CCc2nc3ccccc3s2)n1	1	8	-14	-2	0.9	.	8	8	1	8	1793
CC1Cc2ccccc2N1C(=O)CSc1nnnn1Cc1ccccc1 (stereo not given)	1.1	19	-13	3	0.8	-0.54	6	9	0.9	-1	1715
O=C(Cn1nnc2c(sc3nc4c(c(-c5ccccc5)c32)CCC4)c1=O)c1ccccc1	0.9	4	.	5	1	0.64	7	-1	1	-3	1633
Oc1ccc(/C=N/Nc2nc(N3CCCCCC3)nc(N3CCCCCC3)n2)c(O)c1	0.8	15	-13	-1	0.9	0.18	4	-1	0.8	-1	1431
Cn1c(C(=O)N2CCCCCC2)cc2c(=O)n(C)c3ccccc3c21	1	6	-1	0	0.9	.	-5	0	1	2	1564
O=C(Nc1cccc(C(F)(F)F)c1)c1cc2c(s1)-c1ccccc1OC2	0.9	8	3	0	0.9	0.4	15	-2	0.9	-19	1460
CCCCN(CCCC)CC(O)COc1ccccc1C(=O)Nc1ccccc1 (stereo not given)	1	5	-28	0	1	-3.5*	1	2	1.1	3	1711
Cc1cccc(NC(=O)Nc2ccc(C#N)cc2)n1	0.8	13	26	3	0.9	.	-5	-2	0.8	18	1426
CS/C(N)=N/N=C/c1ccc([N+](=O)[O-])cc1	1.6	3	.	-2	1	.	1	-4	2.5*	6	1512
O=C1N(c2ccccc2)C2CS(=O)(=O)CC2N1c1ccc(Cl)c(Cl)c1 (stereo not given)	0.9	1	-44	-3	1	-0.59	11	4	0.9	3	1571
COc1ccc2c(-c3ccccc3)cc(SCC(=O)NC(N)=O)nc2c1	1	10	-11	33*	0.9	-0.67	9	-4	1	-4	1589
CCOc1ccc(NC(=O)CC2C(=O)Nc3ccccc3N2C(=O)c2ccccc2)cc1 (stereo not given)	0.9	14	-21	-2	0.9	0.2	-5	-13	0.9	4	1199
CCC(Sc1ncccc1C(=O)OCCN1CCCC1=O)C(=O)NCc1ccco1 (stereo not given)	1.1	-8	-34	8	1.1	0.07	-2	12	1.1	9	1626
Cc1ccc(C(=O)n2c(N)nc3ccccc32)cc1	0.8	12	-11	3	0.9	0.053	2	5	0.8	25	1565
COc1ccc(-c2coc3cc4oc(=O)cc(-c5ccccc5)c4cc23)cc1F	0.9	1	-7	0	1	.	2	7	1	-6	1725
Cc1ccc(O)c(N=Nc2ccc(S(=O)(=O)N3CCOCC3)cc2)c1	0.9	5	-20	9	0.9	0.1	6	15	0.9	7	1572
COC(=O)CCSCC(=O)N1N=C(c2ccc(OC)cc2)CC1c1cccc(OC)c1OC (stereo not given)	1	15	5	1	0.8	-2.3	5	4	1	-4	1610
Cc1cc(NC(=O)CSc2ccc3nnc(CCNC(=O)c4ccccc4)n3n2)no1	1	15	-6	8	0.9	-0.56	-2	3	1	-4	1487

Entries of single compounds from above. Order of values: PMI activator | Diaph inh CS | S1P3 antagonist | PPARg SRC-3 ag | Diaphorase act | ROMK mod | PPARg SRC2 recr | PPARg SRC-1 ag | PMI act satM6P | G6PDH counter | SRC2 TRFRET art
Cc1ccc(NS(=O)(=O)c2ccc(/C=C/C(=O)O)cc2)cc1Cl across the screens: 1.3 | 32 | 1 | 2 | 0.7 | 0.27 | 6 | 8 | 1.3 | 2 | 1633
Cc1cc(/C=N/NC(=O)C(=O)NCc2ccccn2)c(C)n1-c1ccccc1 across the screens: 1 | -4 | 0 | 2 | 1 | 2.7* | 5 | 9 | 1.1 | 9 | 1519
COC(=O)CCSCC(=O)N1N=C(c2ccc(OC)cc2)CC1c1cccc(OC)c1OC (stereo not given) across the screens: 1 | 15 | 5 | 1 | 0.8 | -2.3 | 5 | 4 | 1 | -4 | 1610
O=c1[nH]c(CSc2ncccn2)nc2c1cnn2-c1ccccc1 across the screens: 1.2 | -5 | -4 | 3 | 1.1 | . | 6 | 9 | 1.1 | 17 | 1594
Cc1c(OCc2nn[nH]n2)ccc2c3c(c(=O)oc12)CCC(C)C3 (stereo not given) across the screens: 1.1 | 14 | -30 | 4 | 0.9 | 0.11 | 0 | 4 | 1 | -1 | 1599

The list continues:
SMILES	PMI activator	Diaph inh CS	S1P3 antagonist	PPARg SRC-3 ag	Diaphorase act	ROMK mod	PPARg SRC2 recr	PPARg SRC-1 ag	PMI act satM6P	G6PDH counter	SRC2 TRFRET art
COc1ccc(C(=O)Nc2c(N)nc(SCC(=O)N3CCC(C)CC3)[nH]c2=O)cc1OC	0.9	15	-8	-2	0.8	.	-6	-1	0.9	5	1685
c1ccc(NCCCNc2ccccc2)cc1	0.8	12	-11	3	0.9	-0.21	-3	-4	0.8	7	1611
Cc1n[nH]c(C)c1S(=O)(=O)N1CCCC(C(=O)NC2CCCCC2)C1 (stereo not given)	1	16	8	3	0.8	.	5	3	1	3	1618
COc1ccc(C2C(C(=O)N3CCC(C(N)=O)CC3)CC(=O)N2c2ccc(OC)cc2)cc1 (stereo not given)	1	2	-15	3	1	-0.067	-5	-5	1	5	1531
O=C(NCCS(=O)(=O)c1ccc(Cl)cc1)c1ccc(F)cc1	1.1	9	-19	3	0.9	-0.1	7	1	1	1	1524
Cc1ccc(Oc2nnc(-c3ccccc3)c3ccccc23)cc1	0.9	-3	.	-3	1	.	5	3	1	1	1472
O=C(Cc1ccccc1)N1CCN(C(=O)c2cccs2)CC1	1	14	8	0	0.9	.	2	6	1	2	1521
Cn1cc(CNC(=O)Nc2ccc3c(c2)OCO3)cn1	0.9	11	1	-8	0.9	.	9	3	1	8	1491
COc1ccc(/C(C)=N/Nc2ccc(C(=O)O)cc2)c(OC)c1	1.6	16	4	6	0.8	1.4	-4	0	1.6	8	1629
OCCNc1nc(OCC(F)(F)F)nc(N2CCN(C34CC5CC(CC(C5)C3)C4)CC2)n1	0.9	1	-11	1	1	-0.013	5	2	1	1	1667
CC(=O)c1ccc(NC(=O)Nc2ccc3c(c2)nc(C)n3C)cc1	1	-14	-5	2	1.1	-0.81	1	-5	1	1	1772

Not a hit list; overall some 3.3% were active at least once.
